Screening results deposited in PubChem BioAssay by Johns Hopkins Ion Channel Center.
Kir21 block = inhibitors of mouse Kir2.1 inward-rectifier potassium channel. B-score at 10 µM. HEK293-Kir2.1, FluxOR thallium flux fluorescence; active compounds read low. actives 0.85% (n = 310,000);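 active means fluorescence ratio B-score at or below minus 3 SD of library scores, with starting-brightness B-score within 2 SD, cut at about -4.2 in these data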;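 further: channel flux triggered by added potassium and thallium sulfate stimulus; B-score of peak minus minimum fluorescence over baseline after thallium stimulus; more negative B-score means stronger Kir2.1 block with less thallium influx; some compounds called inactive have numbers as strong as hits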
Target sequence (P35561 whole entry, looked up): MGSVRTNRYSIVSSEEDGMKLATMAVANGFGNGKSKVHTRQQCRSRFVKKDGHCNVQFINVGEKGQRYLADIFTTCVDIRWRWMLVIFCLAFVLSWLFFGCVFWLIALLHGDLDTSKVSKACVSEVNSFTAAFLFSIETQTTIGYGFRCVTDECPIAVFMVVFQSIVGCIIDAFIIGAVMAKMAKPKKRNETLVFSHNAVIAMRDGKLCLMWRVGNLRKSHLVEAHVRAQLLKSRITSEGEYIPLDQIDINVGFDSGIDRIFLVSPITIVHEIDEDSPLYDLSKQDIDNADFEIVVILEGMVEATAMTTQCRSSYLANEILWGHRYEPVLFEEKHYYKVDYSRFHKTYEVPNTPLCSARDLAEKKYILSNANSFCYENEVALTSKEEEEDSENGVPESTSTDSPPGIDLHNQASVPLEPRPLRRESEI
KCNQ2 inh = KCNQ2 channel blockers in CHO-K1 cells – cell-based, FluxOR thallium flux, B-score, primary screen (AID 2156); B-score at 10 µM; 20 min; active compounds read low; O88943; actives 1.1% (n = 310,000);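 active means fluorescence ratio B-score at most minus 3 library SDs, with starting brightness B-score within 2 library SDs, cut at about -5.5 in these data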
An asterisk follows results filed as active; i = inactive; & = joins results of further samples.

canonical_smiles	Kir21 block	KCNQ2 inh
CCN(CC)Cc1c(C(=O)N/N=C/c2ccc(OCc3ccccc3C)cc2)nnn1-c1nonc1N	-0.04	i
O=C(CNC(=O)c1cccs1)N/N=C/c1c[nH]c2ccccc12	0.9	i
C/C(=N/OC(=O)c1cccc(C(F)(F)F)c1)c1cnccn1	0.26	i
CC(=O)Nc1ccc(S(=O)(=O)Nc2cccc3cccnc23)cc1	1.1	i
Cc1cc(NC(=O)c2ccc(C)c(C)c2)no1	-1.4	i
CC1(C)OC2CCN3C(C(O)COS3(=O)=O)C2O1 (stereo unspecified)	0.14	i
Fc1cc(F)c(C2SCCN2C(=S)Nc2cccc(C(F)(F)F)c2)c(F)c1 (stereo unspecified)	-0.07	i
COc1ccc(N2CCN(C(=O)NCc3ccc(OC)c(Cl)c3)CC2)cc1	-0.84	i
Cc1ccc(-n2c(C(C)C)nc3oc4ccccc4c(=O)c3c2=O)cc1	-0.93	i
CCC(C)[C@H](NC(=O)[C@@H]1Cc2c([nH]c3ccccc23)C2c3ccccc3C(=O)N21)C(=O)N1CCC[C@@H]1C(=O)O (stereo partly specified)	1.9	i
CS(=O)(=O)Nc1ccc(S(=O)(=O)N2CCCCCC2)cc1	-0.73	i
CN(C)c1ccc(C2CC(=O)OC3=C2C(=O)CC(C)(C)C3)cc1 (stereo unspecified)	-0.01	i
CCN(CC)CCN(C(=O)c1ccc(C(=O)c2ccccc2)cc1)c1nc2c(OC)cccc2s1	-0.75	i
Cc1ccc(S(=O)(=O)N2CCC(C(=O)NCCCN3CCOCC3)CC2)cc1C	0.26	i
Cc1cccc(OCCCn2c(=O)oc3ccccc32)c1	-1.2	i
O=C(c1ccc(CS(=O)(=O)c2ccc(Br)cc2)o1)N1CCN(C2CCCCC2)CC1	-0.17	i
COc1cc2cc(C(=O)N3CCN(Cc4ccc5c(c4)OCO5)CC3)[nH]c2cc1OC	0.06	i
CC(C)[C@H](NC(=O)Nc1ccccc1F)C(=O)O	0.43	i
Cn1c(N)c(C(=O)COC(=O)CCCN2C(=O)c3ccccc3C2=O)c(=O)n(C)c1=O	-0.13	i
Cc1ccc2nc(NC(=O)c3ccc(NS(=O)(=O)c4cccs4)cc3)sc2c1	0.02	i
CC1(C)Oc2ccccc2OC1(O)c1ccc2ccccc2n1 (stereo unspecified)	0	i
C=CCNC(=O)C(C)Sc1ccc(Cl)cc1 (stereo unspecified)	0.91	i
COc1ccc(C)cc1N(CC(=O)NCCN1CCOCC1)S(=O)(=O)c1ccccc1	0.95	i
CC(C)(C)NC(=O)COC(=O)CCC(=O)c1cccs1	1.9	i
CC(=O)c1cccc(NC(=O)COC(=O)[C@@H](NC(=O)OCc2ccccc2)C(C)C)c1	1.4	i
OCCC1CN(Cc2ccc(F)cc2Cl)CCN1CCc1ccccc1 (stereo unspecified)	-0.23	i
CCCc1nc2cc(Cl)c([N+](=O)[O-])cc2o1	-1.4	i
Cc1nc(SCC#N)c2c3c(sc2n1)CCC3	0.16	i
Cc1ccc(C(=O)NCCCn2ccnc2)cc1C	-1.3	i
Cc1cc(Oc2ccc(C(C)(C)C)cc2)nc(N2CCOCC2)n1	0	-6.2*
O=C(NCCc1ccc(Cl)cc1)C1CCN(C(=O)c2sccc2-n2cccc2)CC1	0.24	i
CC(CNc1nc2ccccc2n2cnnc12)c1ccccc1 (stereo unspecified)	-2.1	i
O=C(Oc1ccc(-c2ccccc2)cc1)N1CCOCC1	0.38	i
COc1ccc(N=Nc2ccc(N)nc2N)cc1	0.23	i
CCN(CC)C(=O)CN(c1cccc(OC)c1)S(=O)(=O)c1ccc(C)cc1	3.1	i
O=[N+]([O-])c1ccc(CN2CCSCC2)cc1	-0.05	i

Overlap with the part before: two entries; new compounds follow.
canonical_smiles	Kir21 block	KCNQ2 inh
CCN(CC)C(=O)CN(c1cccc(OC)c1)S(=O)(=O)c1ccc(C)cc1	3.1	i
O=[N+]([O-])c1ccc(CN2CCSCC2)cc1	-0.05	i
CCC(C)n1nnc2c(=O)oc3ccccc3c21 (stereo unspecified)	0.54	i
O=C(CSc1nc(C2CCCCC2)n(-c2ccccc2)n1)NCCN1C(=O)CSC1=O	0.94	i
O=Cc1cn(CC(=O)N2CCCc3ccccc32)c2ccccc12	-0.05	i
CN(C)C(CNC(=O)Nc1cccc(Cl)c1)c1cccnc1 (stereo unspecified)	-0.52	i
N/C(=N\OC(=O)CCC1CCCC1)c1ccccn1	0.05	i
CC(Sc1nc2ccccc2s1)C(=O)c1c(N)n(C)c(=O)n(C)c1=O (stereo unspecified)	0.5	i
CCc1nnc(NC(=O)CSc2nc(C3CCCCC3)nc3ccccc23)s1	2.9	i
CC(C)C1Oc2ccccc2N(CC(=O)N(Cc2ccccn2)CC2CCCO2)C1=O (stereo unspecified)	1.6	i
Cc1cc(C)n(-c2cc(Oc3ccccc3)ncn2)n1	0.71	i
COC(=O)C1=CN(C2CC2)C=C(C(=O)OC)C1c1ccc(C(=O)OC)cc1	-0.49	i
CC(C)(C)S(=O)(=O)c1cnc2c(-c3ccsc3)cnn2c1N	-3	i
Cc1c(C(=O)Nc2nccs2)oc2c(Cl)cccc12	1.6	i
COc1ccc2[nH]c(=O)c(CN(CC3CCCO3)C(=S)Nc3cccc(C)c3)cc2c1 (stereo unspecified)	1.4	i
CCOC(=S)SCC(=O)Nc1nc(-c2ccc(Br)cc2)cs1	1.6	i
CC(C)(C)NC(=O)C(c1cccs1)N(Cc1ccc(F)cc1)C(=O)c1csnn1 (stereo unspecified)	-1.5	i
COC(=O)c1c(NC(=O)CCl)sc(C(=O)N2CCOCC2)c1C	-1.4	i
COC(=O)c1sc2ccccc2c1-n1cccc1C(=O)C(=O)Nc1ccccc1	0.97	i
CC(=O)c1cccc(NC(=O)CN2CCc3cc4c(cc3C2)OCCCO4)c1	-0.11	i
O=C(COC(=O)c1cccc(S(=O)(=O)NCc2ccccc2)c1)Nc1ccccc1OC(F)F	0.82	i
NC(=O)COc1ccc(/C=N/NC(=O)C2CCCN2S(=O)(=O)c2ccc(Cl)cc2)cc1 (stereo unspecified)	0.31	i
Oc1cccc(/C=N\Nc2nncc(-c3ccccc3)n2)c1	1.7	i
C/C=C/c1ccc(OCCCCOc2ccccc2C(C)=O)c(OC)c1	0.93	-7.5*
CC(C)N1C(=O)CCC1C(=O)NCCc1ccccc1 (stereo unspecified)	-1.1	i
CC(=O)Nc1ccc2nc(NC(=O)c3ccco3)sc2c1	0.71	i
O=C(NCCCCc1ccccc1)C1CC(c2ccccc2[N+](=O)[O-])=NO1 (stereo unspecified)	-2.9	i
Cc1cc(C(=O)NC(C)c2ccncc2)no1 (stereo unspecified)	-0.55	i
Cc1ccc(-c2nc3ccccc3s2)cc1S(=O)(=O)N1CCOCC1	1.5	i
Cc1ccc(S(=O)(=O)c2nnn3c2nc(N2CCOCC2)c2ccccc23)cc1	1.1	i
Cc1ccc(NC(=O)c2nsc(Cl)c2Cl)cc1	-1	i
C=CCn1c(SCC(=O)c2[nH]c(C)c(C(=O)OCC)c2C)nc2scc(-c3ccc(OC)c(OC)c3)c2c1=O	0.01	i
Cc1ccc(N2CC(C(=O)Nc3nnc(C)s3)CC2=O)cc1 (stereo unspecified)	-0.65	i
C=CCn1c(Cc2cccc3ccccc23)n[nH]c1=S	-0.69	i
Cc1ccccc1OCCC(=O)N1CCN(S(=O)(=O)c2ccc(Cl)cc2)CC1	-0.85	i
Cc1no[n+]([O-])c1COc1ccc(/C=C2\NC(=S)NC2=O)cc1	-0.82	i
CCCC(CCC(=O)OC)(C(=O)OCC)c1csc(N)n1 (stereo unspecified)	-1.3	i
COc1ccccc1NC(=S)NCc1ccccc1	-0.48	i

More results:
Under each structure: Kir21 block, KCNQ2 inh
> Cc1ccc(CN=c2c([N+](=O)[O-])nn(-c3ccc4c(c3)OCCO4)n2O)cc1
 : -0.42, i
> Cc1c(NC(=O)c2ccc(N(C)S(C)(=O)=O)cc2)c(=O)n(-c2ccccc2)n1C
 : 2.7, i
> CN(c1ccc(O)cc1)c1nc(-c2cccnc2)cs1
 : 1.1, i
> Cc1ccc2c(CC(=O)NCC(=O)Nc3c(C)cccc3C)coc2c1
 : -1.6, i
> COc1ccc(/C=N/NC(=O)c2cc(OC)c(OC)c(OC)c2)cc1CN1CCc2cc(OC)c(OC)cc2C1C (stereo unspecified)
 : -0.97, i
> CSC(=NNC(=O)c1ccc(O)cc1)SC
 : -0.97, i
> CN1CCN(CCC(=O)N/N=C/c2cc3c(cc2[N+](=O)[O-])OCO3)CC1
 : -3.1, i
> CC(C)CC(C)N1CCC(n2nccc2NC(=O)CCc2ccccc2)CC1 (stereo unspecified)
 : -2.3, i
> CC12CC3(C)CC(C)(C1)CC(C(=O)NCc1ccccn1)(C2)C3
 : 0, i
> Cc1onc(-c2ccccc2)c1C(=O)Nc1nnc(CC(C)C)s1
 : 0.83, i
> COc1ccc(NC(=O)[C@@H]2[C@@H]3C(=O)N(C4CCCCC4)C(=O)[C@@H]3C3c4ccccc4C=CN32)cc1 (stereo partly specified)
 : -0.7, i
> O=C(O)CCn1cnc2ccccc2c1=O
 : 1.6, i
> CCOc1ccc2nc(COC(=O)c3cccs3)c(C(=O)c3ccccc3)[n+]([O-])c2c1
 : -1.3, i
> CC1=NN(c2ccccc2)C(=O)/C1=C\N(O)c1ccccc1
 : 0.2, i
> CCOc1ccc(C(=O)Nc2ccc(CN3CCOCC3)cc2)cc1Br
 : -0.79, i
> CCN1CCN(CCCNC(=O)c2cc3sccc3n2CC)CC1
 : -0.76, i
> CCOP(=O)(OCC)c1nc(-c2ccc(OC)cc2)oc1N1CCOCC1
 : -1.4, i
> COc1ccc(CCN(C(=O)c2ccc(F)cc2)C2=CC3CCC(C2)N3C)cc1OC (stereo unspecified)
 : -1.2, i
> COc1ccc(-c2noc(CCC(=O)Nc3cccnc3)n2)cc1
 : 1.2, i
> CN(C)C(=O)c1nc2ccc(Cl)cn2c1CN1CCN(c2ncccn2)CC1
 : -0.16, i
> COC(=O)N/C(C)=C1/NC(=O)c2ccccc2C(c2ccccc2)N1 (stereo unspecified)
 : 0.44, i
> CCCC/C=C/C(NC(=O)c1ccc(C(=O)OC)cc1)c1ccccc1 (stereo unspecified)
 : -1.3, i
> COc1ccc(NC(=O)CSc2nnc(C3CC3)n2C)cc1
 : -0.06, i
> CC1(C(=O)CSc2nc3ccccc3[nH]2)CCC(=O)O1 (stereo unspecified)
 : 0, i
> COc1ccc(CN=Cc2c(C(=O)O)[nH]c3ccccc23)cc1
 : 0.72, i
> CCCn1cc(SCC(N)=O)c2ccccc21
 : -0.29, i
> O=C(COC(=O)CNC(=O)c1ccc(-c2ccccc2)cc1)NCc1ccco1
 : 0.75, i
> Cc1ccc(NC(=O)O/N=C/c2c(C)nn(C(C)(C)C)c2C)cc1Cl
 : -0.75, i
> CCn1c(CNC(=O)c2ccccc2Br)nnc1SCC(=O)Nc1nncs1
 : -0.12, i
> CNC(=O)c1cccn1-c1ccsc1C(=O)OC
 : 0.69, i
> CCSc1nnc(NC(=O)CSc2nncc(=O)n2N)s1
 : 2.2, i
> CCOC(=O)Cn1ccc(NC(=O)c2ccc(F)cc2)n1
 : -0.15, i
> Cc1cc2c(cc1S(=O)(=O)N(C)Cc1ccccc1)n(C)c(=O)c(=O)n2C
 : -0.01, i
> Cc1nc(SCC(=O)Nc2c(C)nn(C)c2C)c2cnn(-c3ccccc3)c2n1
 : -1.4, i
> Cc1ccc(Cl)cc1NC1=NC(=S)N(C(C)C)C12CCCCC2
 : -0.08, i
> CCOc1ccc(C(=O)Nc2ccccc2N2CCCC2)cc1
 : 1.7, i
> CCOc1cc(C2C3=C(CCCC3=O)OC3=C2C(=O)CCC3)cc([N+](=O)[O-])c1O
 : 0.29, i
> O=C(Cn1cnc2c(oc3ccccc32)c1=O)NCc1ccco1
 : -0.7, i
> Cc1cccc2c(=O)cc(C)n(CC(N)=O)c12
 : 0.38, i
> CCOc1ccc(/C=N/NC(=O)c2nnn(-c3nonc3N)c2CN2CCC(C)CC2)cc1
 : -0.7, i
> CN1C(C(=O)Nc2ccccn2)=C(O)c2ccccc2S1(=O)=O
 : -0.47&-0.35, i
> C=CCn1c(SCC(=O)N2CCOCC2)nc(O)c(Cc2ccccc2)c1=O
 : -0.19, i
> O=C1NCCCC1C(=O)N/N=C/c1ccccc1 (stereo unspecified)
 : 1.3, i
> COc1cc(C(=O)Nc2nccs2)c(Br)c(OC)c1OC
 : -1.2, i
> COc1cc2[nH]c(C(=O)N3CCN(C)CC3)cc2c(OC)c1OC
 : -0.04, i
> CC(C)(CO)CNC(=O)CCc1nnc(-c2ccc(-c3ccccc3)cc2)o1
 : 1.2, i
> CCc1ccccc1NC(=O)CN1C(=O)c2ccccc2S1(=O)=O
 : 0.29, i
> CCOC(=O)c1ccc(Cl)c(S(=O)(=O)N2CCCC2)c1
 : 1, i

Some of the entries so far, with each value named:
molecule: COc1cc2[nH]c(C(=O)N3CCN(C)CC3)cc2c(OC)c1OC
  Kir21 block: -0.04
  KCNQ2 inh: i
molecule: CC(C)(CO)CNC(=O)CCc1nnc(-c2ccc(-c3ccccc3)cc2)o1
  Kir21 block: 1.2
  KCNQ2 inh: i
molecule: CCc1ccccc1NC(=O)CN1C(=O)c2ccccc2S1(=O)=O
  Kir21 block: 0.29
  KCNQ2 inh: i
molecule: CCOC(=O)c1ccc(Cl)c(S(=O)(=O)N2CCCC2)c1
  Kir21 block: 1
  KCNQ2 inh: i
